NCOA2 inhibitor = inhibition of GAL4-SRC2 driven luciferase reporter, primary screen, SRC2 inhibitor project, cell-based, luminescence. inhibition, % at 9 µM. Nuclear receptor coactivator 2 (Homo sapiens), Q15596. HEK293 GAL4-SRC2 luciferase reporter. 0.17% of 370,000 active;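 active = inhibition above the mean inhibition of all tested compounds plus 3 SD, set per campaign, cut at about 52% in these data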;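 note: 0% = DMSO treated cells and 100% = cells given Gossypol at 36 µM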
NR2F2 inh = NR2F2 transcriptional activity inhibitors, primary screen, cell-based, luciferase reporter, HEK293T, luminescence. COUP transcription factor 2 (Homo sapiens), P24468. HEK293T NGFI-A luciferase reporter. inhibition, % at 8.6 µM. 0.7% of 370,000 active. AID 686940, 2013;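 active = inhibition above a per-plate cutoff, mean inhibition of test wells between control levels plus 3 SD, cut at about 38% in these data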;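 note: cells cotransfected with COUP-TFII expression vector driving the NGFI-A reporter; 0% = median of COUP-TF2 test wells and 100% = reporter-only cells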
Target sequence (P24468 whole entry, looked up): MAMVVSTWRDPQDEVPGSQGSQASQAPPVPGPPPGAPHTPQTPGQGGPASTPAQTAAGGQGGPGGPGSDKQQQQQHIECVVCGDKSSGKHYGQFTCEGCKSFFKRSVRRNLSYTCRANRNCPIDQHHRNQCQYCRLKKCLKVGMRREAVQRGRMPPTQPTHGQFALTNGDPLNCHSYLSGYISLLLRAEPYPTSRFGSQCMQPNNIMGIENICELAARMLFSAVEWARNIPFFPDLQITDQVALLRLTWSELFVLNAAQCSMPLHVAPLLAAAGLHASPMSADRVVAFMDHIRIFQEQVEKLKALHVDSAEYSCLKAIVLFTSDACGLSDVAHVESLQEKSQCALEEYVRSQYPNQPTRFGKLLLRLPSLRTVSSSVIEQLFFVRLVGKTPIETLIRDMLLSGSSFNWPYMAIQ
* marks the source's active call; other numbers are inactive results. A portion of the library (hit frequency here may not be typical).

no. | mol | NR2F2 inh | NCOA2 inhibitor
1 | COC(=O)[C@]12CCCCC=C1N(Cc1ccc(OC)cc1)C(=O)[C@@H]2CC(=O)NCc1ccc(OC)c(OC)c1 | 4 | 17
2 | C(=C\c1ccccc1)/C=N/Nc1nncc(-c2ccccc2)n1 | 12 | 2
3 | CC(=O)c1cc(-c2ccccc2)n(CC(=O)NCc2ccccc2)c1C | -6 | 10
4 | O=C(NCc1ccc(C(=O)NCC2CCCO2)cc1)c1cccc(Br)c1 (stereo not given) | -8 | -14
5 | CC(C)CNc1cccc2c1S(=O)(=O)N(Cc1cn(Cc3cccc(F)c3)nn1)Cc1ccccc1O2 | 12 | -3
6 | N#CCc1ccc(OC[C@@H](O)CN2CCC(C(O)(c3ccccc3)c3ccccc3)CC2)cc1 | 0 | -4
7 | COC(=O)C1=C(C)N(Cc2ccccc2C(F)(F)F)C(=NCc2ccc3c(c2)OCO3)NC1CCc1ccccc1 (stereo not given) | -13 | -25
8 | S=c1[nH]nc(-c2n[nH]c3c2CCC3)n1N=Cc1c2ccccc2cc2ccccc12 | -11 | -7
9 | O=C(Nc1ccc(Cl)cc1C(=O)N1CCOCC1)c1cccc([N+](=O)[O-])c1 | 2 | -5
10 | CCn1c(SCC(=O)N/N=C/c2cccc(Oc3ccccc3)c2)nnc1-c1ccccc1 | 11 | 3
11 | OC(c1ccccc1)(c1ccccc1)C1CCN(CCCOc2cccc(Cl)c2)CC1 | -9 | 8
12 | CCCCCN1CCCCC(NC(=O)c2cccc(C(F)(F)F)c2)C1=O (stereo not given) | 2 | 0
13 | CCCCS(=O)(=O)N1C2=NC(C(=O)OCC)=C(C(=O)OCC)C3N(Cc4ccc(C#N)cc4)c4ccccc4[C@]23C[C@H]1C(=O)OC (stereo not given in full) | -15 | 26
14 | Cc1ccc(C(=O)N2CCC(Oc3cccnc3)CC2)cc1 | -2 | 7
15 | COc1cccc(N(C)C(=O)[C@@H](C2CC2)[C@@H](O)c2ccc(C(C)=O)cc2)c1 | 0 | 24
16 | Cc1ccc(-c2cc(-c3nnc(SCc4cccc5ccccc45)n3N)[nH]n2)cc1 | 0 | -15
17 | CC(C)c1ccc(OC[C@@H](O)CN2CCC(C(O)(c3ccccc3)c3ccccc3)CC2)cc1 | 27 | -14
18 | Cc1ccccc1C(=O)N1CCC(Oc2cccnc2)CC1 | 7 | 4
19 | C[C@@H]1CCCN1c1cccc2c1S(=O)(=O)N(C1CC1)CCCO2 | -9 | 1
20 | COC(=O)c1cc(-c2ccc(C)c(C)c2)c(=O)n2c1CCC2 | -4 | 17
21 | NC(=O)c1ncn([C@@H]2O[C@H](C(=O)N[C@H](Cc3c[nH]c4ccccc34)C(=O)NCC(=O)N3CCCCC3)[C@@H](O)[C@H]2O)n1 | 17 | 11
22 | COc1ccc(-c2nnc(SCC(=O)NN=C(C)c3cccc4ccccc34)n2-c2ccc(C)cc2)cc1 | 6 | 7
23 | COc1cccc(NC(=O)Nc2c(-c3ccc(C)cc3)nc3ncccn23)c1 | -1 | 3
24 | Cc1ccc2nc(-c3ccc(Cl)cc3)c(Cc3ccsc3)n2c1 | -23 | -60
25 | O=C(NCc1ccc(C(=O)N2CCCC2)cc1)c1cccc(Br)c1 | 8 | 3
26 | CC(C)N1Cc2nnn(Cc3ccccc3)c2-c2cc(N3CCCC3)ccc2S1(=O)=O | -13 | 8
27 | N#Cc1ccc(OC[C@@H](O)CN2CCC(C(O)(c3ccccc3)c3ccccc3)CC2)cc1F | -1 | 22
28 | C[C@@H]1CCCN1c1ccc2c(c1)O[C@H]1CCN(C1)S2(=O)=O | -7 | -6
29 | CCCCCCn1c(-c2ccc(Cl)cc2Cl)csc1=Nc1ccccc1 | -1 | -14
30 | CC(C)C[C@H]1COc2cc(Br)ccc2S(=O)(=O)N1Cc1cn(Cc2ccco2)nn1 | 1 | -13
31 | CC(Cl)C(=O)N1CCC(C(=O)NC2CCCc3ccccc32)CC1 (stereo not given) | -26 | -7
32 | Nn1c(SCC(=O)N2CCOCC2)nnc1-c1cc(-c2ccc(F)cc2)n[nH]1 | -10 | -8
33 | O=C1NC(Cc2ccccc2)c2nc3ccc(F)cc3c(=O)n2-c2cc(Cl)ccc21 (stereo not given) | -5 | 0
34 | CC(=O)N1CCc2cc(S(=O)(=O)NC3CCN(C(=O)OCc4ccccc4)CC3)ccc21 | 61* | 18
35 | CCOC(=O)C1=C(C(=O)OCC)C2N(Cc3ccc(Br)cc3)c3ccccc3[C@@]23C[C@@H](C(=O)OC)N(S(=O)(=O)c2ccc(C(F)(F)F)cc2)C3=N1 (stereo not given in full) | 37 | -13
36 | CCCCc1c(-c2ccccc2OC)ncn1Cc1ccccc1Cl | 3 | -31
37 | COC(=O)c1ccc(S(=O)(=O)N2CCC(NC(=O)Cc3cccc(C)c3)CC2)cc1 | -14 | -16
38 | CCOC(=O)[C@]12CCCC=C1N(Cc1ccc(OC)cc1)C(=O)[C@@H]2CC(=O)N1CCCCC1 | 23 | 9
39 | O=C(C1CCCN1S(=O)(=O)c1ccc(F)cc1)N1CCc2ccccc2C1 (stereo not given) | 19 | 8
40 | CC(=O)c1cc(-c2ccc(-c3cc(C(=O)O)c4ccccc4n3)cc2)c(=O)n2c1CCC2 | -10 | 14
41 | COC(=O)C1=C(C)N(Cc2ccccc2C(F)(F)F)C(=NCc2ccccc2)NC1c1cccc(F)c1 (stereo not given) | 13 | 20
42 | COc1cc(CN2CCN(c3ccc(C)cc3)CC2)cc([N+](=O)[O-])c1O | 21 | -11
43 | CCCCc1c(-c2ccccc2OC)ncn1Cc1c(Cl)cccc1Cl | 3 | -3
44 | COc1cccc(-n2c(SCC(=O)NCCC3=CCCCC3)nc3n[nH]c(C)c3c2=N)c1 | -6 | -6
45 | c1ccc(Cc2cnc(N3CCN(Cc4ccc5c(c4)OCCO5)CC3)nc2)cc1 | -11 | 11
46 | CN(Cc1ccco1)S(=O)(=O)c1ccc2c(c1)CCN2C(=O)CC(C)(C)C | -7 | -15
47 | C#CCN1CC(N2CCN(CCO)CC2)CS1(=O)=O (stereo not given) | -22 | -14
48 | S=c1[nH]nc(-c2cc(-c3ccccc3)n[nH]2)n1N=Cc1cccc(OCc2ccccc2)c1 | -32 | -31

Compound profiles, from the list above:
Shown for CC(=O)c1cc(-c2ccc(-c3cc(C(=O)O)c4ccccc4n3)cc2)c(=O)n2c1CCC2 : NR2F2 inh: -10; NCOA2 inhibitor: 14
Shown for O=C(C1CCCN1S(=O)(=O)c1ccc(F)cc1)N1CCc2ccccc2C1 (stereo not given) : NR2F2 inh: 19; NCOA2 inhibitor: 8
Shown for C#CCN1CC(N2CCN(CCO)CC2)CS1(=O)=O (stereo not given) : NR2F2 inh: -22; NCOA2 inhibitor: -14

(further entries)
no. | mol | NR2F2 inh | NCOA2 inhibitor
49 | COc1cccc(CNC(=O)[C@H]2CCCN2C(=O)[C@H]2CCCN2C(=O)c2ccc(OC(F)(F)F)cc2)c1 | 12 | 15
50 | COc1ccc(NC(=O)c2ccc(=O)[nH]c2)cc1S(=O)(=O)N1CCCCC1 | -12 | -26
51 | CCOC(=O)Cn1cc(CN2C(C(=O)OC)CN(Cc3ccc(C)cc3)CCS2(=O)=O)nn1 (stereo not given) | -1 | -8
52 | COc1cc2c(cc1NC(=O)CSc1nnc(-c3cccnc3)n1-c1ccc(Br)cc1)oc1ccccc12 | -20 | 6
53 | CN(C)CC(CCC(CN(C)C)C(O)(c1ccccc1)c1ccccc1)C(O)(c1ccccc1)c1ccccc1 (stereo not given) | -1 | 2
54 | CC(C)CNc1cccc2c1S(=O)(=O)N[C@@H](C)CO2 | -16 | -1
55 | C/C(=N\NC(=O)CNC(=O)C(c1ccccc1)c1ccccc1)c1ccc(C)cc1 | 17 | 7
56 | COC(=O)[C@H](CC(C)C)N(Cc1cn(Cc2ccccc2)nn1)S(=O)(=O)c1ccccc1Br | -1 | -3
57 | Cc1cc(Oc2cccnc2)ccc1NC(=O)Cc1c(C)[nH]c2ccccc12 | -21 | 0
58 | CCCC[C@H]1C2CC(OC(=O)Nc3ccc(Cl)cc3)C(C2)[C@H]2CCCCN21 (stereo not given in full) | -7 | 17
59 | C[C@@H]1CCCN1c1cccc2c1S(=O)(=O)N1CC[C@@H](C1)O2 | 11 | 3
60 | FC(F)(F)c1ccc(Cl)c(CN2CCN(c3ncc(Cc4ccccc4)cn3)CC2)c1 | 1 | 27
61 | CCCCNC(=O)c1nn2cc(Br)cnc2c1Br | 2 | -31
62 | Cc1nn(CCC(=O)NNC(=O)Nc2ccccc2F)c(C)c1[N+](=O)[O-] | 0 | 12
63 | COC(=O)[C@@]12CCCCC3=C1N(CCC3)C(=O)[C@H]2CC(=O)N1CCN(C(=O)c2ccco2)CC1 | 1 | 2
64 | CCC(c1nnc(SCCNCCO)n1CCN1CCOCC1)N(C)C (stereo not given) | -20 | -9
65 | COCCN(Cc1ccc(C)cc1)C(=O)[C@@H](Cc1ccccc1)NC(=O)[C@H]1O[C@@H](n2ccc(=O)[nH]c2=O)[C@H](O)[C@@H]1O | 0 | 0
66 | COC(=O)[C@]12C[C@H](CC(=O)N3CCCCC3)C(=O)N(Cc3ccccc3)C1=C[C@H](COCc1ccccc1)O[C@@H]2C | 15 | 3
67 | CC(=O)OC12CCCN(C1)/C(=C/c1cccnc1)C2 (stereo not given) | 3 | -8
68 | Clc1ccc(-c2csc(NCC3CCCO3)n2)cc1 (stereo not given) | -28 | -59
69 | Cc1[nH]c2ccccc2c1C(=O)CSc1nc2ccccc2c(=O)n1-c1ccccc1F | 18 | -8
70 | COc1ccc(CNC(=O)Cn2ncn3cccc3c2=O)cc1 | -19 | -29
71 | Cc1cc(O)cc(=O)n1-c1cccc(F)c1 | -10 | 3
72 | CC(C)C[C@@H]1COc2cc(N3CCCC3)ccc2S(=O)(=O)N1 | -22 | -7

An excerpt from above in order of molar mass, smallest number first.
no. | mol | NR2F2 inh | NCOA2 inhibitor
67 | CC(=O)OC12CCCN(C1)/C(=C/c1cccnc1)C2 (stereo not given) | 3 | -8
18 | Cc1ccccc1C(=O)N1CCC(Oc2cccnc2)CC1 | 7 | 4
24 | Cc1ccc2nc(-c3ccc(Cl)cc3)c(Cc3ccsc3)n2c1 | -23 | -60
25 | O=C(NCc1ccc(C(=O)N2CCCC2)cc1)c1cccc(Br)c1 | 8 | 3
43 | CCCCc1c(-c2ccccc2OC)ncn1Cc1c(Cl)cccc1Cl | 3 | -3

Next records.
no. | mol | NR2F2 inh | NCOA2 inhibitor
73 | O=C(CSc1nc2[nH]ncc2c(=O)[nH]1)c1ccc(Cl)cc1 | -2 | -9
74 | COc1ccc([C@H]2OC(=O)C[C@@H]2C(=O)N2CCN(c3ccccc3F)CC2)cc1OC | -18 | 0
75 | CCCCNC(=O)C[C@H]1C[C@@]2(C(=O)OC)C(=C[C@H](COCc3ccccc3)O[C@@H]2C)N(Cc2ccc(Cl)cc2Cl)C1=O | 2 | 2
76 | CCOC(=O)N1CCC(NC(=O)c2cnn3c(C(F)(F)F)cc(-c4cccc(OC)c4)nc23)CC1 | 21 | -2
77 | COC(=O)c1ccccc1S(=O)(=O)NC(=O)[C@H]1O[C@@H](n2ccc(=O)[nH]c2=O)[C@H](O)[C@@H]1O | -6 | -10
78 | CCOC(=O)[C@@]12CCCC3=C1N(CCC3)C(=O)[C@H]2CC(=O)NCc1ccc(C)o1 | 5 | -9
79 | O=S(=O)(c1cccs1)N1CCCc2nc(-c3ccc(F)cc3)ccc21 | -13 | -18
80 | Cc1ccc(C(Nc2ccccc2)c2ccc3ccc(C)nc3c2O)c(C)c1 (stereo not given) | -5 | -20
81 | CCCCCCn1c(COc2ccccc2F)nnc1SCC(=O)c1c(N)n(C)c(=O)n(C)c1=O | 4 | -1
82 | COC(=O)[C@]12C[C@H](CC(=O)N3CCN(C(=O)C4CC4)CC3)C(=O)N(CCC3=CCCCC3)C1=C[C@H](C(C)C)O[C@@H]2C1CC1 | 6 | 0
83 | CCCCCCCCN1CCS(=O)(=O)N(Cc2ccc(Cl)cc2)C(C(=O)OC)C1 (stereo not given) | 30 | 25
84 | Cn1c(=O)c2c(c3ccccc31)OC(C)(C)C=C2 | 3 | 11
85 | COC(=O)[C@]12C[C@H](CC(=O)NCc3cccc(C(F)(F)F)c3)C(=O)N(CCc3ccc(OC)c(OC)c3)C1=C[C@H](C(C)C)O[C@@H]2C1CC1 | -9 | 0
86 | CCOC(=O)Nc1ccc2c(c1)[C@]1(CC(=O)N(CC(C)C)C1c1ccccc1)C(=O)N2C (stereo not given in full) | -13 | 18
87 | CCCCCCCCN1C(=O)[C@@H](CC(=O)N2CCOCC2)C[C@@]2(C(=O)OC)C1=C[C@H](COCc1ccccc1)O[C@@H]2C | 5 | -12
88 | O=C(Nc1nc(Cc2ccccc2)c(Cc2ccccc2)n1Cc1ccccc1)c1ccccc1 | 4 | -5
89 | O=C(c1ccc(F)cc1F)N1CCC(Oc2cccnc2)CC1 | 1 | 7
90 | Nc1nc(Cl)nc2c1ncn2[C@@H]1O[C@H](CO)[C@@H](O)[C@@H]1F | -56 | 12
91 | CCN(Cc1cn(CC2CCCCC2)nn1)S(=O)(=O)c1ccccc1Br | -11 | 2
92 | COc1ccc(C)cc1NC(=O)CSc1nnc(-c2n[nH]c3c2CCC3)n1N | 12 | -10
93 | C[C@H](CO)N1C[C@H](C)[C@@H](CN(C)C(=O)Nc2cccc(F)c2)OCc2cn(nn2)CCCC1=O | -16 | -5
94 | CCC/C(=C1/c2ccccc2C(=O)N1c1ccccc1)c1ccc(C=O)o1 | 2 | 10
95 | COC(=O)C1=C(C)N(C)C(=NCc2cc(OC)c(OC)c(OC)c2)NC1c1ccc(C(F)(F)F)cc1 (stereo not given) | 2 | -23
